Assay outcomes as filed in PubChem BioAssay.
DT40 TDP1 CPT: DT40-hTDP1 cell growth loss with CPT | Potency, µM (doses to about 46.2 µM), for the others: top-dose activity change, negative = growth inhibition, hits mostly inhibitors | actives 12% (n = 420,000) | AID 686979 | chicken DT40 Tdp1-/-;hTDP1 cells + 20 nM CPT, ATP luminescence, 48 h; further: nearly all actives have a fitted effect of over 55% in size
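Chicken DT40 Tdp1-/- cells complemented with human TDP1, 400 cells/well, exposed to compounds plus 20 nM camptothecin for at least 48 h at 37 C; viability read as ATP content by CellTiter-Glo luminescence.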
TDP1 block: blocks human tyrosyl-DNA phosphodiesterase 1; recombinant TDP1, AlphaScreen DNA substrate cleavage; Potency, µM (series often up to 130 µM), for the others: at the highest dose activity change, negative = inhibition, hits mostly inhibitors; actives 0.28% (n = 350,000); AID 485290; further: nearly all actives have a fitted effect of over 40% in size
Target sequence (Q9NUW8 whole entry, looked up): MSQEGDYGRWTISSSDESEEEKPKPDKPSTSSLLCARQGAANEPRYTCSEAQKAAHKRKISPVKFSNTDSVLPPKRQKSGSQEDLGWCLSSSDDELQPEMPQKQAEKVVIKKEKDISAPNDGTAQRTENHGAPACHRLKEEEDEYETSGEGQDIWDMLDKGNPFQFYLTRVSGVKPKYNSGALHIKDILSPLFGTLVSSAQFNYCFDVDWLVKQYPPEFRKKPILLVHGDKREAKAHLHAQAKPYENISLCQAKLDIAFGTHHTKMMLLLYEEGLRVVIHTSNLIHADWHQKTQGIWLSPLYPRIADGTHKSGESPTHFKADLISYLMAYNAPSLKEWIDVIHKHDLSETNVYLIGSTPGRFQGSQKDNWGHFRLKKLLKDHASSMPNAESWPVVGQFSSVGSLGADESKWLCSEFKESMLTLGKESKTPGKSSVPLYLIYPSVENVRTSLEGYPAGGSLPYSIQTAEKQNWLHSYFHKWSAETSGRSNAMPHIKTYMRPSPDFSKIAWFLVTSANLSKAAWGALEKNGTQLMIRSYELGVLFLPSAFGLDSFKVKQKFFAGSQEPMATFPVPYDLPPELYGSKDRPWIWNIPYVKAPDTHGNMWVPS
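Compounds were preincubated with Tdp1 (1 nM final) for 15 min at room temperature before substrate (15 nM final) started a 5 min reaction; beads (10 ug/ml final) were then added for 10 min before AlphaScreen detection.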
TDP1 cell noCPT: qHTS for Inhibitors of human tyrosyl-DNA phosphodiesterase 1 (TDP1): qHTS in cells in absence of CPT; actives 15% (n = 420,000); Potency, µM (top dose mostly 46.2 µM), for the others: at the top dose activity change, negative = growth inhibition, usual class: inhibitors; DT40 Tdp1-/- hTDP1 cells, no CPT, ATP luminescence, 48 h; further: nearly all actives have a fitted effect of over 55% in size
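No-CPT arm: Tdp1-/-;hTDP1 DT40 cells (400/well) plus compounds, incubated ≥48 hr at 37 °C. Readout CellTiter-Glo luminescence.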
* = called active by the depositor; ? = inconclusive; nt = no result given; & = joins results of further samples; [ ] = dose if it differs, or a comment. The call rests on the fitted dose curve; in most records, active means well fitted curve in the direction sought with a large enough effect; inconclusive means small, poorly fitted or top-dose-only effect, or another doubt; inactive means no such curve, though single readings can be large; an effect the other way counts as inactive or inconclusive. On the % scale 0 is the no-effect control and ±100 the full control effect; potency means the concentration at half of the fitted maximal effect.

SMILES | DT40 TDP1 CPT | TDP1 block | TDP1 cell noCPT
COc1ccccc1NC(=O)c1ccc(N2CC3CC(C2)c2cccc(=O)n2C3)c(NC(=O)c2cccnc2)c1 (stereo not given) | -15% | 3% | -4%
Cn1cnnc1SCc1ccc(C(=O)NN)cc1 | 13% | 7% | -3%
O=C(COc1cccc(NC(=O)c2ccco2)c1)c1ccc(F)cc1 | ? | 2% | 21µM*
COc1ccc(CN(C)C(=O)COc2cccc(-n3cnnn3)c2)cc1OC | -1% | 2% | 14%
C=CCn1c(SCC(=O)c2ccc(CNC(C)=O)o2)nc2ccccc2c1=O | -7% | -7% | -7%
Cc1onc(-c2ccc(Cl)cc2)c1-c1ccnc(SCC(=O)Nc2cc(Cl)cc(Cl)c2)n1 | ? | 5% | ?
Cn1c2ccccc2c2cnn(CC(=O)Nc3ccccc3C(F)(F)F)c(=O)c21 | -3% | 3% | -9%
Cc1ccc(C(=O)COC(=O)CNC(=O)CN2C(=O)c3ccccc3C2=O)cc1 | -5% | 3% | 8%
Nc1c(-c2n[nH]c(=S)n2-c2ccc(Cl)cc2Cl)cnn1-c1ccccc1 | 1% | nt | -14%
Cc1cccc(C(=O)OC2CCCN(C)C2)c1C (stereo not given) | 0% | nt | -12%
COCCCn1c(=O)c2ccccc2n(CC(=O)NC2CCCC2)c1=O | 27% | 9% | 12%
COc1ccc(Cl)c(Cn2c(NCc3ccccn3)nc3c2c(=O)n(C)c(=O)n3C)c1 | ? | 3% | 15µM*
COCCCNC(=O)C(C)n1c2ccccc2c2cnn(C)c(=O)c21 (stereo not given) | -16% | 3% | -21%
Cc1cc(C(=O)N(C)Cc2ccc(Br)cc2)no1 | 1% | 6% | -20%
Cc1ccc(NC(=O)CN2CCC(NC(=O)C3CCCCC3)CC2)c(Br)c1 | ? | 3% | 21µM*
CNC(=O)/C(C#N)=C/c1ccc(OCCOc2ccccc2)cc1 | 0% | nt | ?
Cc1nnsc1S(=O)c1ccc(Cl)c(Cl)c1 (stereo not given) | 10µM* | nt | 15µM*
CC(=O)N1c2ccc(S(=O)(=O)NCC3CCC(C(=O)Nc4cc(C)ccc4C)CC3)cc2CC1C (stereo not given) | 23µM* | -3% | 18µM*
CC(=O)Nc1ccc(N=C(C2=C(O)c3ccccc3C2=O)c2ccccc2)cc1 | 3.3µM* | 8% | ?
CCN(CC)C(=O)COc1ccc(S(=O)(=O)N2CCOCC2)cc1 | -16% | -2% | -12%
NNC(=O)c1cnn(-c2ccccc2)c1-n1cccc1 | 3% | 6% | -12%
COc1ccc(CCNC(=O)C2CC(c3cccc(F)c3)=NO2)cc1 (stereo not given) | -8% | 5% | -17%
COC(=O)c1sccc1NC(=O)CSc1ccccc1NS(=O)(=O)c1ccccc1Cl | ? | 0% | ?
COc1ccc(-c2cc(C(=O)NCC3CCCO3)c3ccccc3n2)c(OC)c1 (stereo not given) | ? | 4% | ?
COc1ccc2[nH]c3c(c2c1)CCN1C(=O)C(CC(=O)NCc2ccc(OC)c(OC)c2)C[C@H](C(=O)N2CCOCC2)[C@@]31CCC1CCCC1 (stereo not given in full) | ? | 0%[56.1 µM] | ?

Next section
SMILES | DT40 TDP1 CPT | TDP1 block | TDP1 cell noCPT
NC1(C(=O)O)CC1 | ? | -11%[56.1 µM] | -17%&1%
O=C(NCCc1ccc(Cl)cc1)C1CCC(=O)N1Cc1ccccc1Cl (stereo not given) | -8% | 3% | -11%
O=C(NC1CC1)c1ccccc1 | -10% | nt | -2%
O=C(/C=C/Nc1ccc(F)cc1)c1ccc(Br)cc1 | 17% | 8% | 0%
CNC(=S)NCc1ccc2[nH]c(C)cc2c1 | 2% | 8% | -13%
COc1ccc(C(CC(=O)N2CCOCC2)c2c(OC)cc(OC)c3ccc(=O)oc23)cc1 (stereo not given) | 9% | -15% | -14%
O=C(COc1coc(CN2CCN(c3ccccc3)CC2)cc1=O)Nc1ccc(F)cc1 | -39% | -4% | -27%
CCOC(=O)c1cc(-c2ccc(F)cc2)n(CC(=O)NCc2ccc(OC)cc2)c1C | ? | 3% | ?
CCCN(CCC)C(=O)C1CCN(c2cc(C)nc3c(-c4ccc(OC)c(OC)c4)c(C)nn23)CC1 | 18µM* | -3% | 16µM*
Cc1ccc(C(=O)N/C(=C\c2ccc(Cl)cc2)C(=O)NCCCN2CCOCC2)cc1 | 9% | -1% | 15%
C=CCOc1ccc(CNc2nn[nH]n2)cc1OC | -7% | -4% | -3%
COc1cccc(-c2c(C(=O)N/N=C/c3ccsc3)nnn2-c2nonc2N)c1 | -2% | 1% | -9%
Cc1ccc(-c2ccc(=O)n(CC(=O)NCCC(C)C)n2)cc1 | -7% | nt | 15%
CCOC(=O)C1=NN(c2ccc(Cl)cc2)C(c2ccccc2)CC1=O (stereo not given) | -11% | 0%[56.1 µM] | ?
COC(=O)c1ccc(Cl)cc1NC(=O)NCCc1c(C)nn(C)c1C | ? | 4% | ?
COC(=O)c1ccc(NC(=O)CN2C(=O)CC(C)S(=O)(=O)c3ccccc32)cc1 (stereo not given) | 1% | 1% | 15%
CN(C(=O)c1c[nH]c(=O)cc1C(F)(F)F)c1ccc(Cl)c(Cl)c1 | 0% | -1% | -23%
Cc1ccc(C)c(-c2cc(C(=O)Nc3cccnc3)c3ccccc3n2)c1 | -18% | 4% | ?
COc1cc(OC)c(NC(=O)Cc2ccc(OC)c(S(=O)(=O)N3CCOCC3)c2)cc1Cl | -14% | 7% | -24%
CCOC(=O)COc1ccc2c3c(c(=O)oc2c1)CCCC3 | -3% | 2% | 5%
O=C(CCS(=O)(=O)c1ccc(Br)s1)Nc1c(F)cccc1F | -17% | 1% | -23%
O=C(O)C1CC(=O)N(c2ccc(OCc3ccc(Cl)cc3Cl)cc2)C1 (stereo not given) | 2% | -7% | -18%
COc1ccc(/C=C2\SC(=S)N(CC(=O)OCC(=O)Nc3cc(Cl)cc(Cl)c3)C2=O)cc1 | ? | nt | -22%
CCCCNC(=O)c1onc(CSc2ccc(C(C)C)cc2)c1C(=O)O | -2% | 1% | 0%
CC(C)OC(=O)C(C)Nc1ccc(F)c(Cl)c1 (stereo not given) | 12% | nt | 6%

Later entries
SMILES | DT40 TDP1 CPT | TDP1 block | TDP1 cell noCPT
COc1cc(C)ccc1OCC(=O)OCC(=O)c1[nH]c(C)c(C(C)=O)c1C | 1% | 2% | -20%
Cc1nc(SCc2nc3ccccc3[nH]2)c2oc3ccccc3c2n1 | 21µM* | 3% | ?
CC(C)n1cc([C@@H]2C[C@H]3CN(Cc4cccc(Cl)c4)C(=O)[C@]34CCCN24)cn1 | -23% | -12% | -21%
CCc1cc2c(C)ccc(C)c2nc1SCC(=O)Nc1c(C)[nH]c(=O)[nH]c1=O | 21µM* | -3% | ?
CCOC(=O)c1c(NC(=O)CC)sc(C(C)=O)c1C | ? | -1% | ?
CCOC(=O)c1ccc(N2C(=O)C(O)=C(C(C)=O)C2c2ccc([N+](=O)[O-])cc2)cc1 (stereo not given) | 4% | 7% | -7%
CCN(CC(=O)Nc1c(F)cccc1F)C(=O)c1ccc2c(c1)OCCO2 | 9% | nt | 2%
Cc1cccc(C)c1OCC(=O)N(Cc1ccc(N(C)C)cc1)C1CCS(=O)(=O)C1 (stereo not given) | -29% | 7% | -25%
CSc1cc(C)[nH]c(=O)n1 | 4% | 0% | 18%
O=C(Nc1cc(-c2ccccc2)nn1-c1ccccc1)c1ccccc1F | ? | nt | ?
O=C(N/N=C/c1ccc(-c2cccc([N+](=O)[O-])c2)o1)c1ccccc1O | ? | 5% | ?
CCOc1ccc(OCCC(=O)N(CC)CC(=O)Nc2ccccc2C(F)(F)F)cc1 | 4% | nt | -6%
NS(=O)(=O)c1cc2c(cc1Cl)NC(C1C[C@H]3C=C[C@@H]1C3)NS2(=O)=O (stereo not given in full) | 5% | 3% | 22%
COc1nc(C)nc2c1ccc1ccccc12 | -22% | 5% | -8%
CC1=C(C(=O)Nc2ccc(F)cc2F)C2(CCN(C(C)C)CC2)OC1=O | -7% | -3% | -2%
C=CCNC(=S)N1CCN(CCNC2=CC(=O)CC(C)(C)C2)CC1 | 4% | 5% | 10%
Cc1nc(C)c(/C(O)=C/c2nc3ccccc3oc2=O)s1 | 8.2µM* | -8% | 10µM*
COc1ccc(-c2nnc3ccc(SCC(=O)N4CCCCC4)nn23)cc1OC | -24% | 2% | -17%
c1ccc(CCNc2nc(-c3ccccn3)nc3ccccc23)cc1 | 3.3µM* | 11% | 2.9µM*
Cc1nc2ccc(CN(C)c3ccc(C(=O)N[C@@H](CCC(=O)O)C(=O)O)s3)cc2c(=O)[nH]1 | 0.0084µM* | nt | 0.0042µM*
O=CNn1cnc2c(oc3nc(-c4ccccc4)cc(-c4ccco4)c32)c1=O | -2% | nt | ?
CC(C)=CCc1c([C@@H]2CCc3ccc(O)cc3O2)cc2c(c1O)OC(C)(C)C=C2 | ? | nt | ?
CC(=O)c1ccc(C(=O)Nc2ccc(N3CCOCC3)cc2)cc1 | 10% | 4% | 9%
Cc1ccc(-c2nc3ncccc3o2)cc1NC(=O)c1ccc(-c2cccc(Cl)c2C)o1 | ? | 0%[12.3 µM] | 0%
O=C(CCc1ccccc1)NC(=S)Nc1ccc(S(=O)(=O)N2CCOCC2)cc1 | ? | 0% | 16µM*

(continued)
SMILES | DT40 TDP1 CPT | TDP1 block | TDP1 cell noCPT
COc1ccc(-n2c(=O)c3c4c(sc3n(CC(=O)C(C)(C)C)c2=O)CCCC4)c(OC)c1 | 15µM* | 9% | ?
CC1CCN(S(=O)(=O)c2ccc3c(c2)c(=O)c(C(=O)N2CCOCC2)cn3C)CC1 | -28% | 4% | 3%
O=C(O)CCCn1cc(NC(=O)COc2ccccc2)cn1 | -8% | 2% | 20%
O=S(=O)(/N=C(/Sc1ccccc1)c1ccccc1)c1ccc(Cl)cc1 | ? | -9% | 16µM*
CCN1CCN(C(=O)Nc2ccccc2OC)CC1 | ? | -12% | -14%
CCOC(=O)c1sc(C(=O)OCC)c(OCCO)c1OCCO | -16% | 2% | -8%
O=C(C1Cc2ccccc2CN1S(=O)(=O)c1ccc(F)cc1)N1CCCCC1 (stereo not given) | -10% | 9% | ?
CSc1ccccc1NC(=O)COc1ccc(Cl)cc1Cl | ? | -5% | -26%
O=C1/C(=C/c2cccnc2)SC(=S)N1Nc1ccccc1 | 4% | 5% | 2%
CC(C)(C)SCCNC(=O)COc1ccc(Cl)cc1 | -25% | -6% | -22%
Cn1c(CC(=O)Nc2ccccc2)cc2ccccc21 | 7.3µM* | nt | ?
NC(=O)C1CCN(C(=O)c2ccc(Cl)c(S(=O)(=O)N3CCCCCC3)c2)CC1 | 0% | 0% | 18%
COC(=O)c1ccc(CN2CCC3(CCC(CNC(=O)c4ccco4)O3)CC2)cc1 (stereo not given) | -27% | nt | -15%
CC(=O)NC(c1ccccc1)c1nc(-c2cccc(F)c2)cs1 (stereo not given) | ? | nt | ?
COc1cc(=O)n2c(c1C(=O)NC(C)c1ccco1)CCN(Cc1ccnc3ccccc13)CC2 (stereo not given) | ? | nt | -11%
CCN(CC)S(=O)(=O)c1ccc(C)c(NC(=O)Cn2c(=O)cnc3ccccc32)c1 | -13% | 3% | ?
CCC(C)Nc1nc(-c2cccc(OC)c2O)nc2ccccc12 (stereo not given) | ? | 12% | ?
Cc1noc(C)c1NC(=O)N(C)C[C@@H]1Oc2ccc(NS(=O)(=O)c3c(C)noc3C)cc2C(=O)N([C@H](C)CO)C[C@H]1C | -8% | -6% | 8%
